Chronic BCR inh – chronic active BCR signaling inhibition; 340,000 compounds, 0.05% hits; Potency, µM (highest dose often 46.1 µM), inactives show top-dose ratio change, negative = lower green/red ratio, most hits filed as inhibitors; ABC-DLBCL IkBa-CBG/CBR reporter, luminescence ratio, 4 h; active = well fitted inhibition curve with a large enough effect in the signal ratio, with a control signal flat, not every such curve was filed as active; inconclusive = small, poorly fitted or top-dose-only effect, or effect the other way, or a change in a side signal; the % refers to the signal ratio;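 note: potency is the fitted concentration of half-maximal effect; plate controls were basal doxycycline-induced cells for no effect and cells given 10 µM MG132 for full effect; MG132 reads +100%, hits lower the ratio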
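Cell line TMD8 (human ABC DLBCL), stably expressing tet-inducible CBG68-IkBa fusion and CBR; IMDM/0.5% FBS; cpd up to 46 uM; dox induction, 4 h, 37C/5% CO2; dual luminescence; green/red ratio; MG132 control.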
Integrin act MD – activates integrin-mediated alleviation for muscular dystrophy. alpha7betagal myoblasts, beta-gal FDG fluorescence, 48 h. Potency, µM (top dose mostly 38.3 µM), without a hit: at the highest dose activation, usual class: activators. 350,000 compounds, 0.064% hits;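 note: potency is the fitted concentration of half-maximal effect; 100% = response of the positive control SU9516; nearly all actives have a fitted effect of over 60% in size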
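Alpha7betagal+/- myoblasts (passage 13) were plated 16-24 hr, then exposed to compounds (1:260 dilution of DMSO stock) for 48 hours at 37C. After MPER lysis, β-galactosidase reporter activity was read as FDG fluorescence (ex 480/em 540) after 30 minutes.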
TSHR antagonist – antagonists of human thyroid stimulating hormone receptor; P16473; TSHR-expressing cells, TSH-stimulated cAMP HTRF, 2 h; active compounds read low; activity change, negative = inhibition, % at 11.5 µM; 330,000 compounds, 0.2% hits; AID 504810;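 active = activity change below a set negative limit, meaning inhibition stronger than a set level, cut at about -70% in these data; inconclusive = activity change between two set negative limits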; note: % is set by controls: 0 for no effect and ±100 for the full control effect
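Antagonism was scored as loss of TSH-driven cAMP in TSHR cells, stimulated with 4nM TSH (EC80) for 2 hours at 37 deg C and detected by homogeneous HTRF competition immunoassay.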
Mito fusion yeast – mitochondrial division inhibition or fusion activation; 320,000 compounds, 0.23% hits; S. cerevisiae fusion-defective mutant growth rescue, CellTiterGlo 48 h; AID 485298; Potency, µM (series often up to 46.1 µM), for inactives: at the top dose growth rescue (activation), actives largely listed as activators;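 note: potency is the fitted concentration of half-maximal effect; % of control where 0% means no effect; nearly all actives have a fitted effect of over 45% in size; temperature-sensitive fusion mutants such as fzo1-1 at 37 °C on non-fermentable ethanol glycerol medium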
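Growth-rescue viability read-out: after 48 h at the non-permissive 37C in glycerol/ethanol YPEG, yeast mitochondrial fusion mutants are measured by CellTiterGlo luminescence; compounds (23 nl pinned per well) restoring growth score as division inhibitors or fusion activators.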
Eya2 inh – inhibitors of human Eya2 phosphatase activity; recombinant Eya2, OMFP fluorescence dephosphorylation (OMFP is methylfluorescein phosphate); Potency, µM (series often up to 76.9 µM), without a hit: at the highest dose activity, negative = inhibition, hits mostly inhibitors; 330,000 compounds, 0.006% hits; O00167; note: potency is the fitted concentration of half-maximal effect; % is set by controls: 0 for no effect and ±100 for the full control effect
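Eya2 (0.2 uM) preincubated 10 min at ambient with compound, then OMFP substrate added at 50 uM; 10 min reaction in 50 mM HEPES pH 7.5, 50 mM NaCl, 5 uM MgCl2, 0.05% BSA, 1 mM DTT. Fluorescence read at Ex 485/Em 525 nm.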
Tb PFK block – T. brucei PFK enzyme inhibition; T. brucei PFK, ADP-Glo luminescence; Potency, µM (series often up to 57.5 µM), without a hit: top-dose activity, negative = inhibition, most hits filed as inhibitors; 330,000 compounds, 0.17% hits; O15648;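 note: potency is the fitted concentration of half-maximal effect; 0% = uninhibited 1x PFK enzyme wells and -100% = no-enzyme wells; nearly all actives have a fitted effect of over 60% in size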
Target sequence (O15648 whole entry, looked up): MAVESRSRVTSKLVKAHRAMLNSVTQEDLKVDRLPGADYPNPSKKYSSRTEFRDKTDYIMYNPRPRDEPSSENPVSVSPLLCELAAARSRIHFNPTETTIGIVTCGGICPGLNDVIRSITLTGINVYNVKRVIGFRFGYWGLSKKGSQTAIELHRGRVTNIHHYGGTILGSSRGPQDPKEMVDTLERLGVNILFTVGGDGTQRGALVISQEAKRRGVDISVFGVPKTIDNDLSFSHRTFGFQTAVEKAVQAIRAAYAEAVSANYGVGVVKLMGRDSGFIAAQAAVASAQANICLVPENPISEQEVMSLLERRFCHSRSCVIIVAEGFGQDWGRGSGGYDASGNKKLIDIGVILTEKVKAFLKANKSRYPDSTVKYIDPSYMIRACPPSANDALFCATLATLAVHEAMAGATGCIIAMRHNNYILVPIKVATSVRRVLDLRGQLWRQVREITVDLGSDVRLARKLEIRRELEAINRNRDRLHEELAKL
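1.25 nM PFK with 0.5 mM F6P and 0.1 mM ATP in 0.1 M TEA pH 8.0, 5 mM MgCl2, incubated 45 min at room temperature; ADP measured by ADP-Glo luminescence; compounds titrated up to 57 uM.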
S-ASM inh – human S-ASM enzyme inhibition | P17405 | placental ASM, HMU-PC fluorogenic substrate, 60 min | Potency, µM (titrated, usually from 57.5 µM), inactives show top-dose activity change, negative = inhibition, most hits filed as inhibitors | 340,000 compounds, 0.006% hits | AID 504937; note: potency is the fitted concentration of half-maximal effect
Target sequence (P17405 47-631 limits assumed): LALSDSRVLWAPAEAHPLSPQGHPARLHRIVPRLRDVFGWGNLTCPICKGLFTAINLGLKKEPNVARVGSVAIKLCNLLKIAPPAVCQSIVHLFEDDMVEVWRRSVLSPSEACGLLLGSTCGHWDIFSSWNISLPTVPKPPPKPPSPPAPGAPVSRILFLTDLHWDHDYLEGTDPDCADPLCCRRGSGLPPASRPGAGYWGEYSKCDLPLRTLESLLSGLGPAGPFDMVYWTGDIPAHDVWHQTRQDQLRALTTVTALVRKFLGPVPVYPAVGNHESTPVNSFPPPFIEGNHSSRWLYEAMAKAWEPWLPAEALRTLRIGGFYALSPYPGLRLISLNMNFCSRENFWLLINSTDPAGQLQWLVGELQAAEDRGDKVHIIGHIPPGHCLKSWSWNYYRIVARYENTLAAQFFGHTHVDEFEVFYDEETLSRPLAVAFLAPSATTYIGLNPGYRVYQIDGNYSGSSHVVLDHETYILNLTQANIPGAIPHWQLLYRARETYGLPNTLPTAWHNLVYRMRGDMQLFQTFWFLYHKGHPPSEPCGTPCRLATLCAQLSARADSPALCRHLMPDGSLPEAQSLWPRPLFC
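Fluorogenic HMU-PC substrate (9 uM final) is turned over by placental ASM in 60 min at 37 C after a 10 min compound preincubation. Reaction ended by alkaline stop (pH 10), with fluorescence read at 386/447 nm.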
TSG101-PTAP inh – blocks PTAP/TSG101 interaction to inhibit HIV-1 budding. 340,000 tested, under 10 active. Potency, µM (highest dose often 115 µM), for the others: top-dose activity change, negative = inhibition, actives largely listed as inhibitors. Fluorescence polarization, FITC-PTAP peptide / Tsg101 binding; active = well fitted inhibition curve with a large enough effect in the main read-out, with a control signal flat, not every such curve was filed as active; inconclusive = small, poorly fitted or top-dose-only effect, or effect the other way, or a change in a side signal; inactive = no such curve, though single readings can be large or run the other way; note: potency is the fitted concentration of half-maximal effect; % of control where 0% means no effect
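Steps: Tsg101 binding domain dispensed (10 uM final), compounds pinned in DMSO, FITC-labeled PTAP-motif peptide added (50 nM final); after 20 min binding at room temperature, polarization measured.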
ELG1 DNA repair – blocks ELG1-dependent DNA repair in HEK293T cells. HEK293T ELG1-luciferase reporter, luminescence, 16 h; DNA damage induced by 5-fluorouridine. Potency, µM (top dose mostly 46.1 µM), without a hit: top-dose activity change, negative = inhibition, actives largely listed as inhibitors. 330,000 compounds, 2.3% hits. AID 504467; note: potency is the fitted concentration of half-maximal effect; % is set by controls: 0 for no effect and ±100 for the full control effect; nearly all actives have a fitted effect of over 55% in size
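HEK293T cells expressing luciferase-tagged ELG1 (2,000/well) received 5-Fluorouridine plus compound or DMSO for 16 hr at 37 °C. Luciferase was read by ONE-Glo luminescence after 30 min at room temperature.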
A-T KAP1 phos – candidate therapy for ataxia-telangiectasia; […] A-T fibroblasts, KAP-1 phosphorylation AlphaLISA; neocarzinostatin DNA damage 30 min before lysis; Potency, µM (highest dose often 57.5 µM), for the others: top-dose activation, usual class: activators; 320,000 compounds, 0.19% hits; AID 485349; note: potency is the fitted concentration of half-maximal effect; % of control where 0% means no effect; nearly all actives have a fitted effect of over 45% in size
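ATM-like activity read as KAP-1 phosphorylation via AlphaLISA donor/acceptor antibody pairs after lysis and 6 hr at 25C. Cells were ATM-null patient fibroblasts ([…], hTERT), dosed 60 min, then exposed to the DSB inducer NCS for 30 min.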
TCR activator – activators of T cell receptors | primary human leukocytes, anti-CD3, IL-2 HTRF, 48 h | Potency, µM (series often up to 9.22 µM), without a hit: at the highest dose activation of IL-2 secretion, hits mostly activators | 330,000 tested, under 10 active | AID 504894; note: % of control where 0% means no effect
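Readout: HTRF IL-2, Eu-cryptate/d2 antibody pair, 320nm excitation, 665nm emission. Stimulus: a-CD3 beads, no co-stimulation. Cells: primary human leukocytes. Exposure: 48 hr with compound.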
* = called active by the depositor; ? = inconclusive; . = not tested or not shown; [ ] = dose if it differs, or a comment. Unless noted, calls come from the whole dose curve; as a rule, active = well fitted curve in the direction sought with a large enough effect; inconclusive = small, poorly fitted or top-dose-only effect, or another doubt; inactive = no such curve, though single readings can be large; an effect the other way counts as inactive or inconclusive.

| Compound | Chronic BCR inh | Integrin act MD | TSHR antagonist | Mito fusion yeast | Eya2 inh | Tb PFK block | S-ASM inh | TSG101-PTAP inh | ELG1 DNA repair | A-T KAP1 phos | TCR activator |
| --- | --- | --- | --- | --- | --- | --- | --- | --- | --- | --- | --- |
| O=C1Oc2ccccc2C2(O)C3CCCCCC3C12 (configuration not stated) | -7% | 23% | 7 | -3% | -1% | -1% | -2% | -18% | ? | 7% | 0% |
| CC(=O)Nc1ccc(C(=O)OCC(=O)N2CCCC2=O)cc1 | 3% | 8% | . | . | -34% | -2% | 2% | -8% | 1% | 11% | 1% |
| CCOC(=O)c1ccc(NC(=O)c2nc[nH]c2C(=O)N2CCN(C(=O)OC(C)(C)C)CC2)cc1 | 0% | . | -4 | -6% | -3% | 4% | . | . | ? | -64%[inhibitor] | . |
| O=[N+]([O-])c1ccc(N2CCN(C(=S)Nc3ccc(F)cc3F)CC2)cc1 | 3% | 7% | -7 | 9% | 10% | -25% | -8% | -1% | ? | -6% | -19% |
| Cc1ccccc1Cn1cc(NC(=O)CSc2nc3c(c(C(F)(F)F)n2)CCc2ccccc2-3)cn1 | 3% | 4% | 5 | -2% | -10% | 0% | -9% | 2% | ? | 7% | 4% |
| O=C(Cn1c2ccc(F)cc2c2nc3n(c(=O)c21)CCS3)NC1CCCC1 | 0% | -7% | 0 | 2% | -4% | 0% | 24% | -2% | 4% | -4% | -8% |
| CCN(CC)CCNC(=O)Cc1c(C(=O)O)n(C)c2ccccc12 | 2% | 12% | 5 | -4% | -2% | -6% | 2% | -6% | -1% | . | 3% |
| O=C(NCCCN1CCN(c2ccccc2F)CC1)Nc1ccc(F)cc1 | 4% | -7% | 3 | -5% | 11% | 1% | 2% | -8% | -2% | 2% | -7% |
| C[N+](C)(C)c1ccc(/C=N/Nc2nc(Cl)c(C#N)c(Cl)c2Cl)cc1 | ? | -8% | 1 | -6% | -6% | 4% | -3% | -8% | 17% | 14% | 2%[46.1 µM] |
| Cc1ccnc(S(=O)(=O)Cc2ccc([N+](=O)[O-])cc2)n1 | -4% | ? | 1 | 7% | -17% | -6% | 4% | 3% | -2% | 11% | -3% |
| CN(C)c1ccc(C(CNC(=O)c2ccco2)N2CCCC2)cc1 (configuration not stated) | 2% | 6% | 2 | -1% | 0% | 2% | -1% | -3% | ? | 2% | -1% |
| COCC(C)n1c(SCc2cc(=O)n3cc(C)ccc3n2)nc2ccccc2c1=O (configuration not stated) | -5% | 0% | 4 | -1% | 6% | -2% | -1% | -2% | ? | -1% | 2% |
| COC(=O)C(C)N(C#N)c1nc(C)nc(C)n1 (configuration not stated) | 0% | 5% | 17 | -2% | 17% | -10% | 5% | -4% | ? | -1% | -11% |
| Cc1cccc(NC(=S)NC2CCCCCC2)c1C | 7% | -31%[inhibitor] | 4 | 2% | 1% | -1% | -1% | 1% | 0% | -11% | -1%[46.1 µM] |
| COc1ccc(NC(=O)CSc2ccc3c(c2)OCCO3)cc1 | -1% | -1% | -6 | . | 5% | -2% | 5% | -1% | -4% | 23% | 1% |

4 of the compounds above, with two lines to a compound.
Every second line gives: Chronic BCR inh, Integrin act MD, TSHR antagonist, Mito fusion yeast, Eya2 inh, Tb PFK block, S-ASM inh, TSG101-PTAP inh, ELG1 DNA repair, A-T KAP1 phos, TCR activator
- CN(C)c1ccc(C(CNC(=O)c2ccco2)N2CCCC2)cc1 (configuration not stated)
 : 2%, 6%, 2, -1%, 0%, 2%, -1%, -3%, ?, 2%, -1%
- COCC(C)n1c(SCc2cc(=O)n3cc(C)ccc3n2)nc2ccccc2c1=O (configuration not stated)
 : -5%, 0%, 4, -1%, 6%, -2%, -1%, -2%, ?, -1%, 2%
- COC(=O)C(C)N(C#N)c1nc(C)nc(C)n1 (configuration not stated)
 : 0%, 5%, 17, -2%, 17%, -10%, 5%, -4%, ?, -1%, -11%
- Cc1cccc(NC(=S)NC2CCCCCC2)c1C
 : 7%, -31%[inhibitor], 4, 2%, 1%, -1%, -1%, 1%, 0%, -11%, -1%[46.1 µM]

(continued)
| Compound | Chronic BCR inh | Integrin act MD | TSHR antagonist | Mito fusion yeast | Eya2 inh | Tb PFK block | S-ASM inh | TSG101-PTAP inh | ELG1 DNA repair | A-T KAP1 phos | TCR activator |
| --- | --- | --- | --- | --- | --- | --- | --- | --- | --- | --- | --- |
| S=C(NCCN1CCOCC1)Nc1ccc(Br)cc1 | 0% | -36% | 6 | -6% | -1% | 0% | 8% | -1% | 1% | 2% | 2%[46.1 µM] |
| CC1CCCCC12NC(=O)N(CC(=O)NCCc1ccc(F)cc1)C2=O (configuration not stated) | -6% | 9% | 21 | -4% | 24% | 0% | 6% | 4% | 1% | 6% | 2% |
| O=C(CSc1nnc(-c2cccs2)o1)OC1CCCCC1 | 20% | 2% | -10 | 7% | -16% | 5% | -1% | -6% | -1% | 0% | 2% |
| CC(Nc1ccc(S(=O)(=O)N2CCN(C)CC2)cc1[N+](=O)[O-])c1ccccc1 (configuration not stated) | -7% | -6% | -4 | -2% | 28% | -1% | -10% | 1% | 9% | 5% | 0% |
| O=C(COC(=O)c1cc(Cl)ccc1O)NCC1CCCO1 (configuration not stated) | -8% | 4% | 5 | 1% | -13% | 0% | 17% | -3% | 21% | -4% | 11% |
| CCCCC(CC)COC(=O)C(C#N)=C(c1ccccc1)c1ccccc1 (configuration not stated) | 13% | . | -13 | -1% | -10% | ? | -1% | 1% | 1% | 24% | 3% |
| CN(CC(=O)Nc1cccc(F)c1)C(=O)C1CCN(C(=O)c2ccc(Cl)cc2)CC1 | 7% | -11% | 0 | 0% | 20% | -1% | -1% | -2% | -13% | -5% | -4% |
| COc1cc(S(=O)(=O)n2ccc(C)n2)ccc1Cl | ? | ? | -10 | 1% | 3% | -1% | 3% | 3% | 10% | 0% | 2% |
| O=S(=O)(NCC(c1ccccc1)N1CCNCC1)c1ccc(Cl)cc1 (configuration not stated) | ? | -68%[inhibitor] | 6 | -5% | 17% | -1% | -1% | 0% | -1% | -9% | -7% |
| CCOC(=O)c1nn(-c2ccccc2F)c2nc(-c3ccco3)c(C#N)c(=O)n12 | 8% | -12% | -2 | -14% | 0% | 0% | 17% | 0% | -3% | 1% | -1%[46.1 µM] |
| CCC(Sc1nc2ccccc2c(=O)[nH]1)C(=O)Nc1ccc(C(C)=O)cc1 (configuration not stated) | 7% | 27% | -2 | 3% | -14% | 2% | -2% | -1% | ? | 3% | 1% |
| CNC(=O)c1[nH]nc2c1CCc1cc(OC)ccc1-2 | 0% | -15% | -5 | -1% | -9% | 15% | 6% | -9% | ? | 10µM* | -5% |
| COc1ccccc1NC=C1C(=O)OC(C)(C)OC1=O | 3% | 3% | 9 | 1% | 6% | -2% | 1% | 3% | ? | 17% | -9% |
| O=C(CSc1nc2ccccc2o1)N1CCOCC1 | ? | -17% | 19 | 2% | -1% | 4% | 2% | -8% | ? | -20% | 0% |
| Cc1cc2c(c(=O)o1)C1O[C@](c3ccsc3)(Cc3cc(C#N)ccc31)O2 | 15%[9.22 µM] | . | . | 0%[9.22 µM] | 5%[15.4 µM] | -2%[11.5 µM] | . | . | . | -1%[11.5 µM] | . |
| CCCc1c(C(=O)O)cnn1-c1ccc(Cl)cc1 | 28% | 10% | 3 | -2% | -5% | 7% | -1% | -5% | -2% | 4% | 3% |
| NC(=O)c1ccc(NC(=O)COc2cccc3ccccc23)cc1 | -2% | -32% | -7 | 0% | 6% | 2% | 5% | 0% | -9% | 3% | -7% |
| Nc1ncnc(N2CCOCC2)c1N | 5% | -3% | -2 | 11% | -6% | -3% | 4% | 0% | 7% | 0% | -2%[46.1 µM] |
| CSc1ccc(CN(C)C(=O)C(Cc2ccccc2)NC(=O)c2ccccc2)cc1 (configuration not stated) | -4% | 43% | -7 | 5% | 17% | ? | -5% | . | ? | -17% | -4% |
| CCc1cc(=O)[nH]c(SC/C=C/c2ccccc2)n1 | 2% | -4% | -14 | 13% | 6% | 1% | 3% | -1% | 12% | 6% | 5% |
